Compound activity (PubChem)
PMI act satM6P = PMI (human) activation, high substrate; 190,000 compounds, 0.34% hits; P34949; coupled PMI enzyme assay, resazurin fluorescence, 20 min; stronger effect = higher value; 1 = untreated enzyme, 0 = substrate-free blank; AID 1216; activation factor at 20 µM;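 active = activation factor of 2 or more at 20 µM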
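assay system = human phosphomannose isomerase with PGI, G6PDH, diaphorase coupling enzymes | quantity = 15 ng/mL PMI | incubation = enzyme reaction with compound 20 min at room temperature | medium = HEPES pH 7.4 buffer with MgCl2 and Tween-20 | compound dosing = one concentration, 20 µM, in 1% DMSO | measured by = Diaphorase-driven resazurin-to-resorufin fluorescence, excitation 544, emission 590 nm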
Diaph act CS = diaphorase activation or chemical reduction counter-screen. activation factor at 20 µM. 190,000 compounds, 0.005% hits. Diaphorase/resazurin coupled assay, resorufin fluorescence, 16 min; stronger effect = higher value; 1 = vehicle wells, 0 = NADH-free wells. AID 1229;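 active = diaphorase activity raised at least twofold by the compound at 20 µM; inactive = activation factor below 2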
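Assay system: Purified diaphorase enzyme from Clostridium kluyveri | Amount: Enzyme 0.07 U/mL final | Dosing: Compound 20 µM once, DMSO 1% | Timing: 16 min reaction at room temperature | Detection: Fluorescence, excitation 544 nm and emission 590 nm | Evaluation: Higher resorufin formation from activation or reduction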
Diaphorase inh = inhibits diaphorase or chemically oxidizes, flagging diaphorase assay artifacts. inhibition, % at 20 µM. diaphorase resazurin-to-resorufin fluorescence, NADH, 16 min; bacterial (C. kluyveri) enzyme, not human. 190,000 compounds, 0.69% hits;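 active = primary screen inhibition at 20 µM above a set limit, cut at about 50% in these data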;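 also: plate controls were DMSO with full reaction for no effect and wells lacking NADH for full effect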
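Test system: diaphorase enzyme from Clostridium kluyveri; amount: diaphorase at 0.14 U/mL in enzyme working solution; detection: fluorescence of resorufin formed from resazurin, Ex 544/Em 590 nm; times: reaction incubation of 16 min at room temperature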
G6PDH CS = inhibits Leuconostoc G6PDH, flagging false hits in G6PDH-based assays | Purified L. mesenteroides G6PDH, diaphorase/resazurin coupled fluorescence, 45 min | inhibition, % at 5 µM | 200,000 compounds, 0.12% hits | AID 1020
PMI act = phosphomannose isomerase (human) activation | P34949 | purified human PMI, coupled resazurin fluorescence, 20 min; stronger effect = higher value; 1 = vehicle control, 0 substrate-free wells | activation factor at 20 µM | 190,000 compounds, 0.005% hits;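 active = activation factor of 2 or more at 20 µM, relative to plate controls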
Redox H2O2 prof = compounds producing H2O2 with reducing agent – biochemical, NIH compound library profiling, artefact control for MLSCN library redox annotation, primary screen; activation, % at 10 µM; 200,000 compounds, 0.03% hits; DTT-dependent redox cycling H2O2, phenol red/HRP absorbance; 100% = 100 µM peroxide control, 0% = buffer;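 active = activation of at least 50% relative to the plate's high and low controls in the primary single-dose screen; inactive = activation below 50%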;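 also: compound incubated with DTT at 0.8 mM final as the reducing agent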
Lmaj promast = Leishmania major promastigote growth inhibition. 200,000 compounds, 9% hits. Leishmania major promastigotes, resazurin fluorescence viability. inhibition, % at 10 µM;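 also: promastigotes grown with compound for 44 hours at 28 °C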
Hsp70 act = Hsp70 transcriptional activation, primary screen; 200,000 compounds, 0.04% hits; HeLa Hsp70 promoter luciferase reporter, luminescence; scaled: vehicle 0, proteasome-inhibitor control 100%; activation, % at 10 µM;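 active = activation above the mean across all tested compounds plus 3 SD, cutoff set per campaign, cut at about 5.5% in these data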;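 also: 100% = MG132 at 30 µM as the positive control and 0% = DMSO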
TLR4-MyD88 BLA = blocks binding of human TLR4 to MyD88; O00206+Q99836; HeLa CL3-4 TLR4/MyD88 BLA complementation, FRET ratio; inhibition, % at 8.4 µM; 200,000 compounds, 0.18% hits; in the data active = inhibition above about 25%;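 also: 0% = vehicle and 100% = reference inhibitor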
Target sequence (O00206 whole entry, looked up): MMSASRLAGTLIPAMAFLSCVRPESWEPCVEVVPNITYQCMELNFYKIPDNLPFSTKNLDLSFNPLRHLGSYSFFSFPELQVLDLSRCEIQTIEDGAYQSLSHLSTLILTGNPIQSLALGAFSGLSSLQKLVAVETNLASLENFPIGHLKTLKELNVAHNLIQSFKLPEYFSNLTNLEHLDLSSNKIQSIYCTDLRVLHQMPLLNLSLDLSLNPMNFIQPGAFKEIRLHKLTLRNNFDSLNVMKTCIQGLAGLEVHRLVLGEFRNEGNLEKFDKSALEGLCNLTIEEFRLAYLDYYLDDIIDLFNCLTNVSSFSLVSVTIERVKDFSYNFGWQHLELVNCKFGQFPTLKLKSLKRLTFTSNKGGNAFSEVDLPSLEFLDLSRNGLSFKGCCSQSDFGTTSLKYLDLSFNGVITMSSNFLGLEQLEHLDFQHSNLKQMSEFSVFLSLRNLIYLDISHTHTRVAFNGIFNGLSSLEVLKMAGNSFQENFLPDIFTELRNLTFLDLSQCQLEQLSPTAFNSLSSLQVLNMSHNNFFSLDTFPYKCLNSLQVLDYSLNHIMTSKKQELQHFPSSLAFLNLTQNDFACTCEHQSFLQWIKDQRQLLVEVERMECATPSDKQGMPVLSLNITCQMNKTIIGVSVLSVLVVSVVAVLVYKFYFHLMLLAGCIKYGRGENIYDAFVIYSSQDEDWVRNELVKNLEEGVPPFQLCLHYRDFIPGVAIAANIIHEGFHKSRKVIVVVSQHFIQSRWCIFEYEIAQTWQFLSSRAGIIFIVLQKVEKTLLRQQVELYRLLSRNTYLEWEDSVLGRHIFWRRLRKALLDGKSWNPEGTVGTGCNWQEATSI
Target sequence (Q99836 whole entry, looked up): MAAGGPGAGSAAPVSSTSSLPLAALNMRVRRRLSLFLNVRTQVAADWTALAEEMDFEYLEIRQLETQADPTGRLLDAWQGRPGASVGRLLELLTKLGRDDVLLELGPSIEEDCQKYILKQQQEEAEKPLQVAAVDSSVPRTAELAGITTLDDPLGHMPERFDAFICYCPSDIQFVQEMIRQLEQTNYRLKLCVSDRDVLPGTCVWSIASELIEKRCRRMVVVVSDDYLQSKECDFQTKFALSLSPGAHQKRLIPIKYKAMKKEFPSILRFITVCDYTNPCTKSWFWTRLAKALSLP
S1P3 antagonist = antagonists of human S1P3 receptor. Q99500. CHO S1P3 NFAT-BLA reporter, FRET fluorescence, antagonist mode. inhibition, % at 4.98 µM. 170,000 compounds, 0.27% hits. AID 485;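 active = inhibition above the plate cutoff, the mean inhibition of test wells on that plate plus 3 SD, cut at about 28% in these data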;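 also: cells challenged with S1P at its EC80 of 0.8 µM; blue over green emission ratio from cleaved BLA substrate after 4 h stimulation; 0% = S1P-stimulated wells and 100% = unstimulated DMSO-only wells; some compounds past the cut are filed as inactive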
RAM inhibit = yeast RAM network inhibition; inhibition, % at 50 µM; S. cerevisiae dse1pr::URA3 reporter, 5-FOA growth OD615, 2 d; analog-sensitive cbk1-as2 kinase mutant strain; 190,000 compounds, 1.8% hits;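 active = inhibition above a set limit, 3 SD over mean compound inhibition, cut at about 8.4% in these data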;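 also: 0% = DMSO-only wells with no growth and 100% = 10 µM 1-NA-PP1 full growth; inhibition rescues growth on 5-FOA so higher OD means more RAM inhibition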
The depositor's hits bear a star; . = no result given. Rule as the data show it, unless noted: active = inhibition above about 50%; inactive = the rest.

SMILES	PMI act satM6P	Diaph act CS	Diaphorase inh	G6PDH CS	PMI act	Redox H2O2 prof	Lmaj promast	Hsp70 act	TLR4-MyD88 BLA	S1P3 antagonist	RAM inhibit
Cn1c(=O)c2c(nc(CN3CCN(C(=O)c4ccco4)CC3)n2Cc2ccccc2)n(C)c1=O	1	0.9	14.1	1.2	1	0.5	-0.9	-0.1	13.4	-5.3	0.9
Cc1ccc(NC(=O)c2ccncc2)cc1S(=O)(=O)N(C)C	1.1	0.9	8.0	-2.9	1	0.7	-4.4	-0.3	3.3	4.0	3.6
CCCCCCN=C(C)C1=C(O)C(C(=O)OC)C(C)(C)CC1=O (stereo not drawn)	1	1.1	-7.9	22.8	1	0.1	3.0	-0.5	-5.4	-18.2	-1.7
O=C(CSc1ccccc1)Nc1ccc(C(=O)Nc2cccc(O)c2)cc1	1	0.9	10.3	9.7	0.9	-1.2	23.1	-0.1	-10.5	16.1	5.8
CCN(CC)C(=O)C(=O)N/N=C/c1ccc(Cl)cc1Cl	1.2	1.2	-21.6	8.5	1.2	-0.4	21.7	-0.2	-1.7	-2.2	2.4
O=C(Nc1ccc2c(c1)OCCO2)c1ccc(Br)c(S(=O)(=O)N2CCOCC2)c1	1	0.9	11.5	-1.1	1	-0.4	0.6	0.0	-1.3	-20.2	0.9
Cc1cc(C)cc(N(C(=O)c2csnn2)C(C(=O)NC(C)(C)C)c2ccccn2)c1 (stereo not drawn)	1	1	0.3	12.0	1	0.2	-2.0	-0.3	-6.8	-12.2	-0.3
CC(C)N=C1CC(C)(C)CC(=O)/C1=C(/O)CCCN1C(=O)c2ccccc2C1=O	0.9	0.9	12.5	9.0	0.9	0.0	-11.2	-0.3	6.2	-9.3	0.3
Cc1c(Cl)cccc1NC(=O)CSC(N)=O	1	0.8	17.9	4.2	0.9	-1.4	-0.9	-0.1	3.2	8.2	3.8
O=C1c2ccccc2C(=O)N1CCC(=O)N1CCc2ccccc21	.	.	.	.	.	-6.3	-5.2	-0.6	-10.0	-46.5	.
COC(=O)c1ccc(CNC(=O)COC(=O)Cc2ccsc2)cc1	1	0.9	10.9	13.6	0.9	-0.1	-3.4	-0.1	12.7	-1.8	0.8
CCC(=O)N(CC)C1=C(O)c2ccccc2C(=O)C1=O	0.8	0.6	37.3	51.7*	0.8	-4.4	-2.4	-0.2	11.5	.	-0.3
CNC(=S)N1CCN(c2ccc([N+](=O)[O-])cc2)CC1	1	0.9	7.0	3.2	1	1.2	-3.6	-0.1	0.0	.	0.1
COc1ccc(/C=C2\SC(=O)NC2=S)cc1OC	1	0.7	25.1	-0.9	0.8	0.1	8.4	0.0	-0.1	9.1	2.6
Cc1cc(Nc2nnnn2-c2ccccc2)n(-c2ccccc2)n1	1	1	2.5	3.1	1	2.5	-6.3	-0.1	-5.7	.	1.8
CC(C)(C)NS(=O)(=O)c1ccc(CCC(=O)NCc2ccco2)cc1	1	0.8	15.3	-6.2	0.9	0.4	-1.9	0.1	6.2	.	0.9
COc1cc(=O)[nH]c(=O)n1C(=O)Cc1ccccc1	0.9	0.9	8.3	5.9	0.9	-0.3	5.9	0.4	2.9	-15.6	1.3
Cc1ccnc(NC(=O)Nc2cccc(F)c2)n1	0.8	1	4.9	0.9	0.9	-0.9	-0.2	0.8	-17.7	-10.4	0.5
Cc1nc2ccc(F)cc2cc1C(=O)NCC1CCCO1 (stereo not drawn)	1.1	0.8	19.6	-18.1	1	2.4	-5.0	-0.2	-3.3	-33.8	-0.6
Cc1cc(=O)oc(C)c1C(=O)NCc1ccccc1	1	1	2.4	1.1	0.9	-1.6	-1.5	0.7	-3.8	.	1.1

3 compounds out of the list above, sorted by their value in S1P3 antagonist, largest number first:
| canonical_smiles | S1P3 antagonist |
| --- | --- |
| COc1ccc(/C=C2\SC(=O)NC2=S)cc1OC | 9.1 |
| COc1cc(=O)[nH]c(=O)n1C(=O)Cc1ccccc1 | -15.6 |
| Cc1nc2ccc(F)cc2cc1C(=O)NCC1CCCO1 (stereo not drawn) | -33.8 |

The list goes on:
SMILES	PMI act satM6P	Diaph act CS	Diaphorase inh	G6PDH CS	PMI act	Redox H2O2 prof	Lmaj promast	Hsp70 act	TLR4-MyD88 BLA	S1P3 antagonist	RAM inhibit
O=C(CN1C(=O)C2C3C=CC(C3)C2C1=O)OCC(=O)c1ccccc1 (stereo not drawn)	0.9	0.9	6.9	18.3	0.9	-0.3	-7.6	0.6	0.1	0.8	1.7
COc1ccccc1NC(=O)c1sc2ncn(Cc3ccc(C)cc3)c(=O)c2c1C	0.9	0.9	10.0	-27.1	0.9	1.9	-4.3	-0.3	17.3	.	1.4
Cc1ccc(NC(=O)COC(=O)CCC(=O)c2cccs2)c(C)c1	1	0.9	12.9	6.9	1.1	-0.6	-1.8	0.1	-12.1	0.9	4.2
O=C(CCC(=O)c1ccc(F)cc1)Nc1cc(Cl)cc(Cl)c1	1	0.9	7.6	2.5	0.9	-2.9	1.2	-0.4	-15.0	.	4.8
COc1ccc(/C=C/C(=O)NC(=S)N2CCSCC2)cc1	1	0.9	14.0	-2.4	1	-0.1	-3.7	-0.1	-6.5	-12.6	3.7
Cc1ccccc1OCC(=O)OCC(=O)Nc1cc(C(F)(F)F)ccc1N1CCOCC1	0.9	0.9	13.9	-12.7	0.8	-0.4	0.6	-0.5	5.9	-19.1	3.8
N#C/C(=C(/O)COC(=O)CSc1ccc2ccccc2c1)c1nc2ccccc2[nH]1	0.9	0.9	9.2	-30.7	0.9	0.5	-2.9	-0.2	9.7	-9.1	2.5
O=C(Nc1cccnc1)C1CCN(S(=O)(=O)c2cccc3nonc23)CC1	1	1	4.7	5.4	1	0.3	-1.9	-0.3	-7.6	.	0.5
Cc1ccc(CSCC(=O)Nc2c(C)n(C)n(-c3ccccc3)c2=O)cc1	1	0.7	29.8	11.4	1	-0.9	61.5*	-0.3	-5.0	-3.1	-0.3
c1cncc(CNc2ncnc3sc4c(c23)CCC4)c1	1.2	1	0.7	-2.6	1.4	-1.5	9.9	-0.1	-4.6	-19.1	1.0

Some of the entries above in a different format.
| Molecule | PMI act satM6P | Diaph act CS | Diaphorase inh | G6PDH CS | PMI act | Redox H2O2 prof | Lmaj promast | Hsp70 act | TLR4-MyD88 BLA | S1P3 antagonist | RAM inhibit |
| --- | --- | --- | --- | --- | --- | --- | --- | --- | --- | --- | --- |
| COc1ccccc1NC(=O)c1sc2ncn(Cc3ccc(C)cc3)c(=O)c2c1C | 0.9 | 0.9 | 10.0 | -27.1 | 0.9 | 1.9 | -4.3 | -0.3 | 17.3 | . | 1.4 |
| O=C(CCC(=O)c1ccc(F)cc1)Nc1cc(Cl)cc(Cl)c1 | 1 | 0.9 | 7.6 | 2.5 | 0.9 | -2.9 | 1.2 | -0.4 | -15.0 | . | 4.8 |
| Cc1ccc(CSCC(=O)Nc2c(C)n(C)n(-c3ccccc3)c2=O)cc1 | 1 | 0.7 | 29.8 | 11.4 | 1 | -0.9 | 61.5* | -0.3 | -5.0 | -3.1 | -0.3 |

(listing goes on)
SMILES	PMI act satM6P	Diaph act CS	Diaphorase inh	G6PDH CS	PMI act	Redox H2O2 prof	Lmaj promast	Hsp70 act	TLR4-MyD88 BLA	S1P3 antagonist	RAM inhibit
CCOC(=O)N1CCC(NC(=O)c2cc3c(-c4cccc(OC)c4)nn(C)c3s2)CC1	1	0.9	12.4	-1.9	0.9	0.5	3.4	-0.3	2.8	33.9	3.2
CCC1=Nc2ccccc2-c2nnc(SC)nc2O1	1.1	0.8	18.3	-21.1	1	0.8	5.1	-0.6	-3.4	-33.0	1.5
Cc1ccc(NC(=O)C(C)Sc2nnc(-c3cccnc3)n2-c2ccccc2)cc1 (stereo not drawn)	1	0.8	16.6	2.7	0.9	0.1	-8.0	-0.2	-3.8	.	2.3
Nc1c(C(=O)NCCc2ccccc2)nnn1Cc1ccccc1	1	0.9	8.5	-3.6	0.9	0.3	-3.7	0.1	-2.3	7.2	2.7
O=C(NC1CCCCC1)C(c1ccc(F)cc1)N(Cc1ccco1)C(=O)CN1C(=O)c2ccccc2S1(=O)=O (stereo not drawn)	1	1	3.7	11.2	0.9	0.7	-2.0	-0.3	1.4	-13.5	3.5
N/C(Cc1cccc2ccccc12)=N\OC(=O)Cc1cccs1	0.9	0.9	13.2	13.3	0.9	0.1	-5.8	-0.3	-6.5	13.6	0.8
CC(=O)C(Sc1nccc(-c2cccs2)n1)C(C)=O	1.1	1.1	-13.4	4.7	1.2	-0.5	-6.4	0.1	4.0	-6.1	0.3
Cc1ccc(NC(=O)CSc2ccc(C(N)=O)cc2[N+](=O)[O-])cc1	1	1	-2.4	-2.5	1	1.6	-7.8	0.0	-7.9	-16.3	0.5
Cc1ccc2c(c1)sc(C)[n+]2CCCS(=O)(=O)[O-]	0.9	0.9	10.7	14.0	0.9	-0.3	-10.2	0.0	-0.6	0.2	3.9
CCCn1c(SCC(=O)N2c3ccc(F)cc3CCC2C)nnc1-c1ccccn1 (stereo not drawn)	1.1	1	-1.8	7.6	1.1	0.8	12.6	-0.2	8.2	.	1.7

In the list so far, 2 contain an NH in an aromatic ring:
SMILES	PMI act satM6P	Diaph act CS	Diaphorase inh	G6PDH CS	PMI act	Redox H2O2 prof	Lmaj promast	Hsp70 act	TLR4-MyD88 BLA	S1P3 antagonist	RAM inhibit
COc1cc(=O)[nH]c(=O)n1C(=O)Cc1ccccc1	0.9	0.9	8.3	5.9	0.9	-0.3	5.9	0.4	2.9	-15.6	1.3
N#C/C(=C(/O)COC(=O)CSc1ccc2ccccc2c1)c1nc2ccccc2[nH]1	0.9	0.9	9.2	-30.7	0.9	0.5	-2.9	-0.2	9.7	-9.1	2.5
